CRFBP-R2 block – CRF-BP/CRF-R2 complex antagonism; HEK293 CRF-R2/CRF-BP, CRF-induced calcium fluorescence; inhibition, % at 11.8 µM; 0.59% of 350,000 active; AID 588475;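 active means inhibition of the ligand-induced calcium signal above about 50% at the single tested concentration, limit read from the data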
CHRM5 PAM – positive allosteric modulators of human muscarinic M5 receptor | 0.3% of 360,000 active | P08912 | activation, % at 3 µM | CHO-K1 hM5, Fluo-8 calcium, ACh EC20 PAM; 0% = ACh EC20, 100% = ACh EC100;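 active means activation above the run cutoff, the mean activation of all test compounds plus 3 SD, cut at about 18% in these data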
Target sequence (P08912 whole entry, looked up): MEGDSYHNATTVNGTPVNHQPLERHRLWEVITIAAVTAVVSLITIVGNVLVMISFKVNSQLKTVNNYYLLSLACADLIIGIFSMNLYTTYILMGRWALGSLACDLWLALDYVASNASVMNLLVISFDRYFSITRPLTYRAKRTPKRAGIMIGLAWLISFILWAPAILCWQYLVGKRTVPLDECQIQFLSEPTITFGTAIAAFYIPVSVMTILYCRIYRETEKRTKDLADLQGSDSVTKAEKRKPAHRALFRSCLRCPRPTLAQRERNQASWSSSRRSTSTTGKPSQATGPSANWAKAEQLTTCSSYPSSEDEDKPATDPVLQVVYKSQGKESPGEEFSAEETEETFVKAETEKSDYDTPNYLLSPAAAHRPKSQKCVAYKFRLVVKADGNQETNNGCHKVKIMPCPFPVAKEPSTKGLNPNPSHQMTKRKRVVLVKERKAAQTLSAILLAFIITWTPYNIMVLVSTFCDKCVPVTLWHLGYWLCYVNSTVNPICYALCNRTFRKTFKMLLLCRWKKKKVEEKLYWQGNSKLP
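Assay system – human M5 receptor in CHO-K1 cells · Read-out – % activation, ACh-normalized · Technique – Fluo-8 calcium fluorescence · Dosing – single-point, 3 µM nominal · Incubation – Fluo-8 loading 80 min at 37 °C plus 30 min room temperature · Repeats – singlicate, one well per test compound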
CHRM4 PAM – CHRM4 positive allosteric modulation | P08173 | CHO-K1 hM4/Gqi5, Fluo-8 calcium fluorescence, ACh EC20; 0% = ACh EC20, 100% = maximal ACh | activation, % at 3 µM | 0.4% of 360,000 active;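 active means activation above its plate's cutoff, the mean activation of sample wells plus 3 SD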; further: some results filed as inactive read as strong as hits
Target sequence (P08173 whole entry, looked up): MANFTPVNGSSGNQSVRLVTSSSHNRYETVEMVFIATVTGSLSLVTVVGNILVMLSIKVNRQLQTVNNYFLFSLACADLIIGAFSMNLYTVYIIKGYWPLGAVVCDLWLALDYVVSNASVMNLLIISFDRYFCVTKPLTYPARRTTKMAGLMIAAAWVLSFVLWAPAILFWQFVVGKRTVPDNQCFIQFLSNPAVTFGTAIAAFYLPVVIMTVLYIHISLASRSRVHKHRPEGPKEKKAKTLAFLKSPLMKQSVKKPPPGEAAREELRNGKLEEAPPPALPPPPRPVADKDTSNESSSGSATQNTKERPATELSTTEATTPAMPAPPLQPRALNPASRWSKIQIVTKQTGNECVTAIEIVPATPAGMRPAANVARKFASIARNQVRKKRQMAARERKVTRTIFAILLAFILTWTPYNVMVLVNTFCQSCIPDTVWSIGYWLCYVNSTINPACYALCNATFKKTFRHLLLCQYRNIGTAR
CRFR2-BP ag – CRF-BP/CRF-R2 complex agonism; 0.46% of 350,000 active; HEK293 CRF-R2/CRF-BP, calcium dye fluorescence (FLIPR); percent of saturating CRF peptide response; activation, % at 13.2 µM; AID 588473;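 active means activation of at least 50%, plus an integration ratio under a set limit after plate pattern correction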;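 further: plate controls were neutral control wells without compound for no effect and CRF at EC100 for full effect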
IDE inh – cellular human IDE inhibition. P14735. HEK cells, FAbetaB cleavage, fluorescence polarization. inhibition, % at 5.59 µM. 0.41% of 320,000 active. AID 434962;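 active means percent inhibition above the average of all tested compounds plus 3 SD, set per screening campaign, cut at about 16% in these data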;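 further: IDE supplied by intact live HEK cells; FP after avidin binding of uncleaved biotin substrate so inhibition keeps polarization high; 0% = DMSO wells and 100% = 60 µM reference IDE inhibitor Ii1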
M4 antag – CHRM4 antagonism in calcium assay. inhibition, % at 3 µM. P08173. AID 624125. CHO-hM4 cells, ACh EC80, Fluo-8 calcium fluorescence. 0.73% of 360,000 active;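 active means inhibition above its plate's cutoff, the mean inhibition of sample wells plus 3 SD, cut at about 27% in these data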;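 further: 0% = acetylcholine EC80 with DMSO and 100% = DMSO without agonist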
M5 ag – CHRM5 agonism in calcium assay; P08912; CHO-K1 hM5 cells, Fluo-8 calcium fluorescence; 0% DMSO wells, 100% maximal acetylcholine response; activation, % at 3 µM; 0.19% of 360,000 active; AID 624037;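 active means activation above the run's mean over test compounds plus 3 SD, cut at about 23% in these data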;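 further: signal is peak over basal fluorescence ratio across the kinetic read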
M5 antag – antagonists of human muscarinic M5 receptor (CHRM5) | AID 624040 | inhibition, % at 3 µM | CHO-hM5 cells, Fluo-8 calcium fluorescence, ACh EC80 | 0.59% of 360,000 active;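 active means inhibition above a per-plate cutoff, the mean of that plate's test compounds plus 3 SD, cut at about 27% in these data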;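 further: 0% = acetylcholine EC80 with DMSO and 100% = DMSO without agonist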
CHRM4 agonist – CHRM4 agonism in calcium assay. CHO-K1 hM4/Gqi5, Fluo-8 calcium fluorescence; vehicle 0%, full acetylcholine response 100%. activation, % at 3 µM. 0.14% of 360,000 active;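 active means activation above the run mean over all test wells plus 3 SD, cut at about 32% in these data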;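 further: peak over basal fluorescence ratio per well then scaled between controls; 0% = DMSO wells and 100% = acetylcholine at EC100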
* hit, by the source's call.

For CCOC(=O)C1=C(C)N=c2s/c(=C\c3ccc(OC(C)=O)cc3)c(=O)n2C1/C=C/c1ccccc1 (stereo not given) the results were CRFBP-R2 block -1, CHRM5 PAM 0, CHRM4 PAM 7, CRFR2-BP ag 4.0, IDE inh -2, M4 antag 3, M5 ag -3, M5 antag 4 and CHRM4 agonist 1.
For Oc1ccc(Oc2ncc(Cl)cc2Cl)cc1 the results were CRFBP-R2 block 5, CHRM5 PAM 0, CHRM4 PAM 8, CRFR2-BP ag -0.8, IDE inh 1, M4 antag 1, M5 ag -3, M5 antag 4 and CHRM4 agonist -2.
`CC(=O)Nc1ccc(NC(=O)/C=C/c2ccc(Cl)cc2)cc1` gave CRFBP-R2 block -4, CHRM5 PAM 6, CHRM4 PAM 2, CRFR2-BP ag 0.9, IDE inh 6, M4 antag -6, M5 ag 5, M5 antag 5 and CHRM4 agonist 5.
Cc1nn(-c2ccccc2)c(C)c1NC(=O)COC(=O)CCc1ccccc1 was read as CRFBP-R2 block -4, CHRM5 PAM -5, CHRM4 PAM -8, CRFR2-BP ag -0.1, IDE inh 1, M4 antag 1, M5 ag 1, M5 antag 6 and CHRM4 agonist 8.
Screening N#CCCN1CCN(S(=O)(=O)c2ccc(C3CCCCC3)cc2)CC1 returned CRFBP-R2 block 17, CHRM5 PAM -8, CHRM4 PAM -5, CRFR2-BP ag 0.5, IDE inh -1, M4 antag -4, M5 ag 0, M5 antag 8 and CHRM4 agonist 9.
`CN(C)c1ccc(/C=N\NC(=O)CC#N)cc1` gave CRFBP-R2 block -1, CHRM5 PAM -4, CHRM4 PAM -7, CRFR2-BP ag -0.8, IDE inh 2, M4 antag 4, M5 ag -1, M5 antag -7 and CHRM4 agonist 1.
Screening Cc1ccc(S(=O)(=O)N(C)C)cc1NC(=O)C(C)OC(=O)CC1CC2CCC1C2 (stereo not given) returned CRFBP-R2 block -21, CHRM5 PAM -1, CHRM4 PAM 6, CRFR2-BP ag 0.9, M4 antag -12, M5 ag 1, M5 antag -5 and CHRM4 agonist 4.
For CCN(CC)CCCN1C(=O)C(O)=C(C(=O)c2sc(C)nc2C)C1c1ccco1 (stereo not given) the results were CRFBP-R2 block 1, CHRM5 PAM 5, CHRM4 PAM 20, CRFR2-BP ag 0.5, IDE inh 8, M4 antag -20, M5 ag -2, M5 antag -14 and CHRM4 agonist 1.
`OC(COCc1ccc(Cl)cc1)CN1CCN(CC(O)COCc2ccc(Cl)cc2)CC1` (stereo not given) gave CRFBP-R2 block 11, CHRM5 PAM -6, CHRM4 PAM -7, CRFR2-BP ag 2.1, IDE inh -7, M4 antag 1, M5 ag 3, M5 antag 10 and CHRM4 agonist 13.
CCC(c1nnc(SCC(=O)NNC(=O)c2ccccc2)n1Cc1ccccc1)N(C)C (stereo not given) was read as CRFBP-R2 block 1, CHRM5 PAM 3, CHRM4 PAM 6, CRFR2-BP ag -1.3, IDE inh 11, M4 antag -4, M5 ag 1, M5 antag -3 and CHRM4 agonist 0.
CCOc1ccc(NC(=O)CCSc2ccc(C)cc2)cc1 was read as CRFBP-R2 block 14, CHRM5 PAM -4, CHRM4 PAM 7, CRFR2-BP ag 0.1, IDE inh 6, M4 antag -12, M5 ag -5, M5 antag 7 and CHRM4 agonist 1.
Screening CCOC(=O)C1CCN(Cc2nc3ccc([N+](=O)[O-])cc3c(=O)n2-c2ccc(OC)cc2OC)CC1 returned CRFBP-R2 block 9, CHRM5 PAM -17, CHRM4 PAM -12, CRFR2-BP ag -1.0, IDE inh -1, M4 antag -8, M5 ag 2, M5 antag 12 and CHRM4 agonist 9.
Screening CC(=O)N1CCN(CC(=O)Nc2cccc(S(=O)(=O)N3CCCCCC3)c2)CC1 returned CRFBP-R2 block 12, CHRM5 PAM 5, CHRM4 PAM -4, CRFR2-BP ag -0.6, IDE inh 7, M4 antag 3, M5 ag -1, M5 antag 1 and CHRM4 agonist 1.
`COc1ccc(C(=O)COC(=O)c2sc(C)nc2C)cc1OC` gave CRFBP-R2 block 6, CHRM5 PAM -4, CHRM4 PAM 7, CRFR2-BP ag -0.2, IDE inh 1, M4 antag -5, M5 ag 4, M5 antag -6 and CHRM4 agonist 9.
Screening CSc1nc(N)nc(SCC(=O)Nc2ccc(Cl)cc2)c1C#N returned CRFBP-R2 block -19, CHRM5 PAM -12, CHRM4 PAM -12, CRFR2-BP ag 11, IDE inh 0, M4 antag 8, M5 ag 7, M5 antag 11 and CHRM4 agonist 9.
Screening O=C(O)c1ccccc1NS(=O)(=O)c1ccc(N/N=C/c2cccc(O)c2O)c([N+](=O)[O-])c1 returned CRFBP-R2 block -18, CHRM5 PAM 4, CHRM4 PAM 9, CRFR2-BP ag -1.7, M4 antag 0, M5 ag -1, M5 antag 8 and CHRM4 agonist 0.
C=C1[C@H](C)CN[C@H]1CCO was read as CRFBP-R2 block -3, CHRM5 PAM -2, CHRM4 PAM 4, CRFR2-BP ag 1.5, M4 antag -11, M5 ag 2, M5 antag 11 and CHRM4 agonist 26.
For COc1cc(-c2nnc(COC(=O)CSc3cc(C)c4ccccc4n3)o2)cc(OC)c1OC the results were CRFBP-R2 block -9, CHRM5 PAM 0, CHRM4 PAM 0, CRFR2-BP ag 1.0, IDE inh -2, M4 antag 0, M5 ag -16, M5 antag 7 and CHRM4 agonist 2.
For COCC(=O)n1nc(-c2ccccc2)nc1NCc1ccccc1 the results were CRFBP-R2 block 1, CHRM5 PAM 4, CHRM4 PAM -1, CRFR2-BP ag -2.1, M4 antag 1, M5 ag 2, M5 antag -15 and CHRM4 agonist 1.
Screening COC(=O)C1=C(C)N(C2CCCCC2)C(=O)C1 returned CRFBP-R2 block -7, CHRM5 PAM 0, CHRM4 PAM -4, CRFR2-BP ag 0.7, IDE inh 2, M4 antag 10, M5 ag -6, M5 antag 7 and CHRM4 agonist 0.
COc1ccc(Cl)cc1NC(=O)CCCN1C(=O)CCC1=O was read as CRFBP-R2 block 8, CHRM5 PAM -8, CHRM4 PAM -4, CRFR2-BP ag 0.3, IDE inh -3, M4 antag 9, M5 ag 0, M5 antag 6 and CHRM4 agonist 0.
`O=C(CCc1ccccc1)NC(=S)NCc1ccco1` gave CRFBP-R2 block 37, CHRM5 PAM 0, CHRM4 PAM -7, CRFR2-BP ag -1.5, IDE inh -1, M4 antag -3, M5 ag -8, M5 antag 6 and CHRM4 agonist 1.
For O=C(Nc1ccc(-c2nnc(-c3ccccc3)o2)cc1)C(F)(F)F the results were CRFBP-R2 block 38, CHRM5 PAM 4, CHRM4 PAM 8, CRFR2-BP ag 0.8, IDE inh 0, M4 antag 0, M5 ag -1, M5 antag -9 and CHRM4 agonist 1.
`O=C(CCN1C(=O)/C(=C\c2cccs2)SC1=S)Nc1ccc(C(=O)O)cc1` gave CRFBP-R2 block 17, CHRM5 PAM -3, CHRM4 PAM 0, CRFR2-BP ag 0.1, IDE inh 6, M4 antag 2, M5 ag -3, M5 antag -2 and CHRM4 agonist 2.
`Cc1ccc(-c2nnc(SCC(=O)NNC(=O)COc3ccccc3C)n2C)cc1` gave CRFBP-R2 block 22, CHRM5 PAM -6, CHRM4 PAM 6, CRFR2-BP ag 0.4, IDE inh 7, M4 antag -12, M5 ag 0, M5 antag 3 and CHRM4 agonist -1.
For CN(C(=O)COC(=O)C12CC3CC(CC(Cl)(C3)C1)C2)C1(C#N)CCCCC1 the results were CRFBP-R2 block -6, CHRM5 PAM -3, CHRM4 PAM 3, CRFR2-BP ag 2.3, IDE inh -3, M4 antag -8, M5 ag 3, M5 antag 15 and CHRM4 agonist 5.
COc1ccc2[nH]c(=O)c(-c3nnn(-c4ccc(F)cc4)n3)cc2c1 was read as CRFBP-R2 block 3, CHRM5 PAM -1, CHRM4 PAM -5, CRFR2-BP ag 15, IDE inh 3, M4 antag 12, M5 ag -1, M5 antag 14 and CHRM4 agonist 0.
For CCOC(=O)C1=C(C)NC(C)=C(C(=O)OCC)C1C(=O)OCC(=O)N1CCc2ccccc2C1 the results were CRFBP-R2 block -8, CHRM5 PAM 1, CHRM4 PAM 2, CRFR2-BP ag 0.1, IDE inh 5, M4 antag 4, M5 ag -10, M5 antag -3 and CHRM4 agonist 1.
`CN1CCN(C(=O)C2=C[C@@H](c3csc4ccccc34)C[C@@H](OCCCCO)O2)CC1` gave CRFBP-R2 block -10, CHRM5 PAM -3, CHRM4 PAM 1, CRFR2-BP ag 1.8, IDE inh 1, M4 antag 5, M5 ag -3, M5 antag 21 and CHRM4 agonist 0.
C#CC1(O)CCC2C3CCC4=C(CCC(=O)C4)C3CCC21C (stereo not given) was read as CRFBP-R2 block -17, CHRM5 PAM -16, CHRM4 PAM 2, CRFR2-BP ag 4.8, M4 antag 6, M5 ag 7, M5 antag 0 and CHRM4 agonist 20.
`COC(=O)C(C)(C)ONC(=O)Nc1ccc([N+](=O)[O-])cc1` gave CRFBP-R2 block -10, CHRM5 PAM -6, CHRM4 PAM -7, CRFR2-BP ag -1.8, IDE inh 5, M4 antag 1, M5 ag -1, M5 antag -7 and CHRM4 agonist 1.

Quoted from the listing for reference:
COc1ccc2[nH]c(=O)c(-c3nnn(-c4ccc(F)cc4)n3)cc2c1 was read as CRFBP-R2 block 3, CHRM5 PAM -1, CHRM4 PAM -5, CRFR2-BP ag 15, IDE inh 3, M4 antag 12, M5 ag -1, M5 antag 14 and CHRM4 agonist 0.
For CCOC(=O)C1=C(C)NC(C)=C(C(=O)OCC)C1C(=O)OCC(=O)N1CCc2ccccc2C1 the results were CRFBP-R2 block -8, CHRM5 PAM 1, CHRM4 PAM 2, CRFR2-BP ag 0.1, IDE inh 5, M4 antag 4, M5 ag -10, M5 antag -3 and CHRM4 agonist 1.
`CN1CCN(C(=O)C2=C[C@@H](c3csc4ccccc34)C[C@@H](OCCCCO)O2)CC1` gave CRFBP-R2 block -10, CHRM5 PAM -3, CHRM4 PAM 1, CRFR2-BP ag 1.8, IDE inh 1, M4 antag 5, M5 ag -3, M5 antag 21 and CHRM4 agonist 0.
C#CC1(O)CCC2C3CCC4=C(CCC(=O)C4)C3CCC21C (stereo not given) was read as CRFBP-R2 block -17, CHRM5 PAM -16, CHRM4 PAM 2, CRFR2-BP ag 4.8, M4 antag 6, M5 ag 7, M5 antag 0 and CHRM4 agonist 20.
`COC(=O)C(C)(C)ONC(=O)Nc1ccc([N+](=O)[O-])cc1` gave CRFBP-R2 block -10, CHRM5 PAM -6, CHRM4 PAM -7, CRFR2-BP ag -1.8, IDE inh 5, M4 antag 1, M5 ag -1, M5 antag -7 and CHRM4 agonist 1.
